RECQ1 helicase = qHTS Assay for Inhibitors of RecQ-Like Dna Helicase 1 (RECQ1); ATP-dependent DNA helicase Q1 (Homo sapiens), P46063; RECQ1 DNA unwinding, red fluorescence kinetic read; Potency, µM (highest dose often 57.3 µM), inactives show at the highest dose activity, negative = inhibition, usual class: inhibitors; actives 0.54% (n = 240,000);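 note: plate controls were vehicle for no effect and no enzyme for full effect; nearly all actives have a fitted effect of over 30% in size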
Target sequence (P46063 whole entry, looked up): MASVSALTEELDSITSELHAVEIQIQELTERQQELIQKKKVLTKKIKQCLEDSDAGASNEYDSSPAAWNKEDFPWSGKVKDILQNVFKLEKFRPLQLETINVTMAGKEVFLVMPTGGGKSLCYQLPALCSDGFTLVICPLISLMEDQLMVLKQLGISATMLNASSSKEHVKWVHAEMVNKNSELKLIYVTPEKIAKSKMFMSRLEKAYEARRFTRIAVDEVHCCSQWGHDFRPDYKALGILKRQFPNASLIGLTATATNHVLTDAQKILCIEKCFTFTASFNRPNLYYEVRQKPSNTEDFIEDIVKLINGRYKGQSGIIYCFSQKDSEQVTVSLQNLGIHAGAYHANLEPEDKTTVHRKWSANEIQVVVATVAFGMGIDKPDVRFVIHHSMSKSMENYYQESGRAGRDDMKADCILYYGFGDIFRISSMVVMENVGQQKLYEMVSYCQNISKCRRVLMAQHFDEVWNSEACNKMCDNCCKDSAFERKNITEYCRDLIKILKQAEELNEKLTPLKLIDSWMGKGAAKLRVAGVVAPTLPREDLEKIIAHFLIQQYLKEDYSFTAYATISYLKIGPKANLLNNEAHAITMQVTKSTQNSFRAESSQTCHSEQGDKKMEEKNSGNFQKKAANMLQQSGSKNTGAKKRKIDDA
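RECQ1T1 50 nM; forked duplex (20 bp + 30-nt ss tails) 200 nM, ATP 2 mM final; pH 8.0, 2 mM MgCl2, 2.5 ug/ml poly(dI-dC); 15 min compound preincubation; discontinuous kinetic read over 2 h at RT.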
JMJD2E inh = qHTS Assay for Inhibitors of Human Jumonji Domain Containing 2E (JMJD2E); actives 1.6% (n = 230,000); JMJD2E catalytic domain, FDH-coupled NADH fluorescence (FDH is formaldehyde dehydrogenase); Lysine-specific demethylase 4E (Homo sapiens), B2RXH2; Potency, µM (doses to about 57.1 µM), without a hit: at the top dose activity change, negative = inhibition, usual class: inhibitors; active = well fitted inhibition curve with a large enough effect, not every such curve was filed as active; inconclusive = small, poorly fitted or top-dose-only effect, or another doubt; inactive = no such curve, though single readings can be large or run the other way;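 note: 0% = wells with enzyme and -100% = buffer wells without enzyme; nearly all actives have a fitted effect of over 50% in size; many of its hits are not listed in these tables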
Epigenetic derep = Quantitative High-Throughput Screen for Regulators of Epigenetic Control. AID 1865, 2009. murine LDR cells, GFP reporter derepression, 30 h. Potency, µM (highest dose often 53.9 µM), for the others: at the top dose GFP activation, usual class: activators. actives 0.2% (n = 280,000); note: % of control where 0% means no effect; nearly all actives have a fitted effect of over 60% in size
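Reporter derepression read as number of fluorescent GFP-positive objects, 20-120 um in size, counted by laser-scanning cytometer. Mouse LDR line with an epigenetically silenced CMV-GFP locus; compound incubation 30 h, 37 C.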
IMPase Li inh = qHTS Assay for Identifying the Cell-Membrane Permeable IMPase Inhibitors: Potentiation with Lithium. CHO-M1 cells, IP1 TR-FRET (IP-One), carbachol + lithium. Potency, µM (doses to about 59.4 µM), for inactives: at the highest dose activity, negative = IMPase inhibition, hits mostly inhibitors. actives 0.35% (n = 210,000). AID 1457, 2008;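 note: IP1 builds up when IMPase is blocked and the TR-FRET signal falls; plate controls were basal vehicle for no effect and high inhibitor control for full effect; nearly all actives have a fitted effect of over 50% in size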
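Concentration–response in CHO-M1 cells, lithium-potentiated; 30 min at 37C. IP1 detected by competitive TR-FRET after 10 min lysis at RT. Hill-fitted AC50.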
NPSR antag = qHTS Assay for Antagonists of the Neuropeptide S Receptor: cAMP Signal Transduction. actives 1% (n = 220,000). CHO-NPSR cells, cAMP TR-FRET, antagonist mode. AID 1461, 2008. Potency, µM (highest dose often 38.3 µM), without a hit: top-dose activity change, negative = inhibition, actives largely listed as inhibitors; note: % is set by controls: 0 for no effect and ±100 for the full control effect; nearly all actives have a fitted effect of over 50% in size; many of its hits are not listed in these tables
GoLoco inh red = qHTS Assay for Inhibitors of RGS12 GoLoco Motif Activity (Red Fluorophore). Gai1:RGS12 GoLoco peptide FP, rhodamine, 10 min. Potency, µM (highest dose often 61.6 µM), for inactives: at the top dose activity, negative = inhibition, most hits filed as inhibitors. actives 0.44% (n = 230,000). AID 880, 2007; active = well fitted inhibition curve with a large enough effect, not every such curve was filed as active; inactive = no such curve, though single readings can be large or run the other way; note: % is set by controls: 0 for no effect and ±100 for the full control effect; nearly all actives have a fitted effect of over 30% in size; many of its hits are not listed in these tables
Target sequence (P63096 whole entry, looked up): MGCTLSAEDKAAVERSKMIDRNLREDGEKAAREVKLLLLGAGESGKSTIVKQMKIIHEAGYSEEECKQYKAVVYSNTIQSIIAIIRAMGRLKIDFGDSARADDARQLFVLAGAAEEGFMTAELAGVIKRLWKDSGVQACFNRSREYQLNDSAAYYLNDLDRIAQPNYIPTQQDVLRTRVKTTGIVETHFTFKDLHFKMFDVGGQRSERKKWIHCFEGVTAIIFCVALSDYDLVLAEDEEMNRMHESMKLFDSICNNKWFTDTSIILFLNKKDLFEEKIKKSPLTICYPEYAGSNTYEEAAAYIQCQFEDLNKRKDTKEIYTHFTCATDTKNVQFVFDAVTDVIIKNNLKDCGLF
SMN2 splice enh = qHTS Assay for Enhancers of SMN2 Splice Variant Expression; HEK293 SMN2-luciferase splicing reporter, luminescence, 30-36 h; Potency, µM (highest dose often 46.1 µM), inactives show at the highest dose activity change, positive = activation, usual class: activators; actives 2.8% (n = 210,000); note: % of control where 0% means no effect; nearly all actives have a fitted effect of over 55% in size
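HEK293 cells carry an SMN2 minigene-luciferase reporter in which exon 7 inclusion puts luciferase in frame. Cells were seeded at 2000 cells/well, attached for 10-12 hours, then exposed to compounds for 30-36 hours at 37C before ONE-Glo luminescence.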
KinaseGlo FLuc = Counterscreen for Luciferase (Kinase-Glo TM) Inhibition. AID 1379, 2008. Potency, µM (highest dose often 38.3 µM), inactives show at the highest dose activity change, negative = inhibition, hits mostly inhibitors. Kinase-Glo luciferase, ATP luminescence, 8 min. actives 0.28% (n = 200,000). Luciferin 4-monooxygenase (Photuris pensylvanica), Q27757; note: % is set by controls: 0 for no effect and ±100 for the full control effect; nearly all actives have a fitted effect of over 60% in size
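Inhibition of Kinase-Glo luciferase light generation was assessed at 10 uM ATP in pH 7.2 imidazole buffer, with luminescence measured after eight minutes at ambient temperature.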
Active calls of the source: *; & = joins results of further samples; [ ] = remark or other dose. Unless noted, calls come from the whole dose curve; as a rule, active = well fitted curve in the direction sought with a large enough effect; inconclusive = small, poorly fitted or top-dose-only effect, or another doubt; inactive = no such curve, though single readings can be large; an effect the other way counts as inactive or inconclusive. Potency is the fitted concentration of half-maximal effect. Some of the compounds tested (hit frequency here may not be typical).

Results for Cc1noc(C)c1C(=O)N1CCC2(CCCN(C(=O)NC(C)C)C2)CC1 ?
RECQ1 helicase: -1%; IMPase Li inh: 2%; GoLoco inh red: 0%; SMN2 splice enh: -3%; KinaseGlo FLuc: -3%

Results for CC1CCCCC1NC(=O)COC(=O)c1ccc(N(C)C)cc1 (stereo unspecified) ?
RECQ1 helicase: -10%; JMJD2E inh: -10%; Epigenetic derep: -0.7%; IMPase Li inh: -9%[38.3 µM]; NPSR antag: -13%[46.1 µM]; GoLoco inh red: 10%; SMN2 splice enh: -21%; KinaseGlo FLuc: 0%

What do the screens show for `Cc1cc(N2CCCC2)nc2ccc(NC(=S)NCCCN3CCC(C)CC3)cc12`?
RECQ1 helicase: 22%; JMJD2E inh: inconclusive; Epigenetic derep: -2.4%; IMPase Li inh: 27%; NPSR antag: -24%; GoLoco inh red: 8%; SMN2 splice enh: -22%; KinaseGlo FLuc: 0%

What do the screens show for `Cc1c2c(nc3ccccc13)-c1cccc(=O)n1C2`?
RECQ1 helicase: -3%; JMJD2E inh: inconclusive; Epigenetic derep: 5.4%; IMPase Li inh: -4%; GoLoco inh red: 8%; SMN2 splice enh: inconclusive; KinaseGlo FLuc: 0%

What do the screens show for `COc1cccc(-c2n[nH]c3c2CCC3)c1`?
RECQ1 helicase: -5%; JMJD2E inh: 5%; Epigenetic derep: 0.0%; IMPase Li inh: 13%; NPSR antag: 9%; GoLoco inh red: -29%; KinaseGlo FLuc: -1%

How did Cc1cc(C)nc(NC(=NCCc2c[nH]c3ccccc23)NC(=O)Nc2ccc(Cl)cc2)n1 do in these assays?
RECQ1 helicase: -11%; JMJD2E inh: -2%; Epigenetic derep: -1.1%; IMPase Li inh: 6%; NPSR antag: 13µM*; GoLoco inh red: 16%; SMN2 splice enh: -21%; KinaseGlo FLuc: 4%

Results for CC(=O)Nc1ccc(SCC(=O)c2cc(C)n(-c3ccccc3F)c2C)cc1 ?
RECQ1 helicase: 7%; JMJD2E inh: -17%; Epigenetic derep: 0.0%; IMPase Li inh: 11%; NPSR antag: 12%; GoLoco inh red: 3%; SMN2 splice enh: -70%[inhibitor]; KinaseGlo FLuc: 2%

Results for CN(C)c1ccc(C(=O)Nc2ccc(S(=O)(=O)NC3=NCCCCC3)cc2)cc1 ?
RECQ1 helicase: -7%; JMJD2E inh: inconclusive; Epigenetic derep: 1.9%; NPSR antag: -9%[46.1 µM]

Results for O=C(O)CNC(=O)c1ccc([N+](=O)[O-])cc1 ?
RECQ1 helicase: 3%; IMPase Li inh: 17%; GoLoco inh red: -3%; SMN2 splice enh: 7%

How did CC(=O)NCCSCCNC(C)=O do in these assays?
RECQ1 helicase: -11%; JMJD2E inh: 8%; Epigenetic derep: -1.3%; IMPase Li inh: -14%[38.3 µM]; NPSR antag: 0%[46.1 µM]; GoLoco inh red: 10%; SMN2 splice enh: 5%; KinaseGlo FLuc: -7%

How did NC(=O)C1CC=CCC1C(=O)OCC(Cl)=C(Cl)Cl (stereo unspecified) do in these assays?
RECQ1 helicase: inactive; JMJD2E inh: -11%; Epigenetic derep: 1.5%; IMPase Li inh: 6%[38.3 µM]; NPSR antag: 9%[46.1 µM]; GoLoco inh red: 7%; SMN2 splice enh: -9%; KinaseGlo FLuc: 3%

Results for Cc1cnc(NC(=O)CSc2nnc(-c3ccc(Cl)cc3Cl)n2N)s1 ?
RECQ1 helicase: -13%; JMJD2E inh: -1%; Epigenetic derep: 0.0%; IMPase Li inh: 4%[38.3 µM]; NPSR antag: -6%[46.1 µM]; GoLoco inh red: 6%; SMN2 splice enh: 5%; KinaseGlo FLuc: -2%

How did NC(=O)c1cnn(Cc2ccc(Cl)cc2)c1N do in these assays?
RECQ1 helicase: -16%; JMJD2E inh: 1%; Epigenetic derep: -1.0%; IMPase Li inh: 4%[38.3 µM]; NPSR antag: 2%[46.1 µM]; GoLoco inh red: -3%; SMN2 splice enh: 1%; KinaseGlo FLuc: -1%

What do the screens show for `CC1CCN(C(=O)CCc2ccc(Oc3cc([N+](=O)[O-])cc([N+](=O)[O-])c3)cc2)CC1`?
RECQ1 helicase: 7%; JMJD2E inh: -15%; Epigenetic derep: -1.1%; IMPase Li inh: 20%; NPSR antag: -16%; GoLoco inh red: -3%; SMN2 splice enh: -19%; KinaseGlo FLuc: 3%

How did COc1ccccc1OCc1nc2ccccc2s1 do in these assays?
RECQ1 helicase: -1%; JMJD2E inh: 2%; Epigenetic derep: -3.6%; IMPase Li inh: 33%[activator][38.3 µM]; NPSR antag: 3%[46.1 µM]; GoLoco inh red: -7%; SMN2 splice enh: 3.2µM*; KinaseGlo FLuc: inconclusive

Retrieved by compound from above, 2 records:
What do the screens show for `Cc1cc(N2CCCC2)nc2ccc(NC(=S)NCCCN3CCC(C)CC3)cc12`?
RECQ1 helicase: 22%; JMJD2E inh: inconclusive; Epigenetic derep: -2.4%; IMPase Li inh: 27%; NPSR antag: -24%; GoLoco inh red: 8%; SMN2 splice enh: -22%; KinaseGlo FLuc: 0%

Results for Cc1cnc(NC(=O)CSc2nnc(-c3ccc(Cl)cc3Cl)n2N)s1 ?
RECQ1 helicase: -13%; JMJD2E inh: -1%; Epigenetic derep: 0.0%; IMPase Li inh: 4%[38.3 µM]; NPSR antag: -6%[46.1 µM]; GoLoco inh red: 6%; SMN2 splice enh: 5%; KinaseGlo FLuc: -2%

(listing goes on)
How did Cc1ccn2cc(-c3cccc(NC(=O)C(C)C)c3)nc2c1 do in these assays?
RECQ1 helicase: inactive; JMJD2E inh: inconclusive; Epigenetic derep: 0.0%; IMPase Li inh: 3%; NPSR antag: -9%; GoLoco inh red: 13%; SMN2 splice enh: 14µM*; KinaseGlo FLuc: -11%

What do the screens show for `Cc1ccc(-c2nn(-c3ccccc3)cc2C2SCC(=O)N2Cc2ccccc2)o1` (stereo unspecified)?
RECQ1 helicase: -9%; JMJD2E inh: inconclusive; Epigenetic derep: -0.8%; IMPase Li inh: 26%[38.3 µM]; NPSR antag: -25%[46.1 µM]; GoLoco inh red: -21%; SMN2 splice enh: 1%; KinaseGlo FLuc: 0%

What do the screens show for `CCOCCCNC(=O)C(c1ccc(C)cc1)N(Cc1cccs1)C(=O)c1ccccc1O` (stereo unspecified)?
RECQ1 helicase: -1%; JMJD2E inh: 1%; Epigenetic derep: 2.5%; IMPase Li inh: 12%; NPSR antag: -30%; GoLoco inh red: -1%

Results for COC(=O)c1ccc(C(=O)Nc2nnc(-c3cccnc3)o2)cc1 ?
RECQ1 helicase: inactive; JMJD2E inh: 2%; Epigenetic derep: -3.0%; IMPase Li inh: 4%; NPSR antag: -2%; GoLoco inh red: -1%; SMN2 splice enh: inconclusive; KinaseGlo FLuc: -1%

How did COCCNC(=O)c1ccccc1NS(=O)(=O)c1ccc(C)c([N+](=O)[O-])c1 do in these assays?
RECQ1 helicase: inactive; JMJD2E inh: 7%; Epigenetic derep: -2.5%; IMPase Li inh: -4%; NPSR antag: 6%; GoLoco inh red: 8%; SMN2 splice enh: 6%; KinaseGlo FLuc: 0%

What do the screens show for `O=NO`?
RECQ1 helicase: -5%&-13%; IMPase Li inh: 2%&23%; GoLoco inh red: 10%&9%; SMN2 splice enh: 5%&1%

What do the screens show for `Clc1ccc(-c2nnc(SCc3nc(-c4ccccc4)no3)o2)cc1`?
RECQ1 helicase: -4%; JMJD2E inh: -3%; Epigenetic derep: 0.8%; IMPase Li inh: 27%[38.3 µM]; NPSR antag: -10%[46.1 µM]; GoLoco inh red: 8%; SMN2 splice enh: 3%; KinaseGlo FLuc: 16%

Results for COc1ccc(-c2cn(-c3ccc(Br)cc3)c3[n+]2CCS3)cc1 ?
RECQ1 helicase: 2%; JMJD2E inh: 15%; Epigenetic derep: 0.0%; IMPase Li inh: 19%; NPSR antag: -8%; GoLoco inh red: 8%; SMN2 splice enh: -32%[inhibitor]; KinaseGlo FLuc: -3%

What do the screens show for `Cc1nc(C(=O)NNC(=O)c2cccc(Cl)c2)c(C(F)(F)F)o1`?
RECQ1 helicase: 8%; JMJD2E inh: 3%; Epigenetic derep: 4.1%; NPSR antag: -24%; GoLoco inh red: 12%

Results for Cc1cccc(N(C(=O)CCC(=O)Nc2cc(C)on2)C(C(=O)NC2CCCC2)c2ccc(C)o2)c1 (stereo unspecified) ?
RECQ1 helicase: -10%; JMJD2E inh: -3%; Epigenetic derep: -5.8%; IMPase Li inh: 3%; NPSR antag: 22%; GoLoco inh red: 8%; KinaseGlo FLuc: -2%

Results for CCn1cc(C(=O)NCc2ccccc2)c(=O)c2cc(F)c(N3CCN(C(=O)c4ccco4)CC3)cc21 ?
RECQ1 helicase: inactive; JMJD2E inh: inconclusive; Epigenetic derep: 0.0%; IMPase Li inh: 44%[activator][38.3 µM]; NPSR antag: inconclusive; GoLoco inh red: 3%; SMN2 splice enh: -39%[inhibitor]; KinaseGlo FLuc: -2%

What do the screens show for `O=C(NCc1cccs1)C1CCC(CNS(=O)(=O)c2ccccc2)CC1` (stereo unspecified)?
RECQ1 helicase: -4%; JMJD2E inh: 13%; Epigenetic derep: -0.3%; IMPase Li inh: 3%; NPSR antag: -3%; GoLoco inh red: 5%; SMN2 splice enh: 0%; KinaseGlo FLuc: 0%

How did CN(C)C(=O)C1CCN(Cc2c[nH]c3ccccc23)CC1 do in these assays?
IMPase Li inh: 7%; GoLoco inh red: 8%[14.2 µM]; SMN2 splice enh: -1%[9.22 µM]; KinaseGlo FLuc: -3%[7.66 µM]

Results for N#Cc1cc2c(nc1SCc1cccnc1)CCC2 ?
RECQ1 helicase: inactive; JMJD2E inh: -3%; Epigenetic derep: 0.0%; IMPase Li inh: 25%[38.3 µM]; NPSR antag: -6%[46.1 µM]; GoLoco inh red: -5%; SMN2 splice enh: 24%; KinaseGlo FLuc: 2%

Screening results (PubChem BioAssay)
